# OX1R antag-1: antagonists of human orexin 1 receptor (OX1R); O43613; OX1R-expressing cells, FRET antagonist read-out; inhibition, % at 6.6 µM; actives 1.8% (n = 330,000); AID 485270; in the data active means inhibition mostly above about 38%, no sharp cut-off; inactive means mostly below about 40%;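 further: 0% = agonist challenge alone and 100% = reference antagonist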
# Target sequence (O43613 whole entry, looked up): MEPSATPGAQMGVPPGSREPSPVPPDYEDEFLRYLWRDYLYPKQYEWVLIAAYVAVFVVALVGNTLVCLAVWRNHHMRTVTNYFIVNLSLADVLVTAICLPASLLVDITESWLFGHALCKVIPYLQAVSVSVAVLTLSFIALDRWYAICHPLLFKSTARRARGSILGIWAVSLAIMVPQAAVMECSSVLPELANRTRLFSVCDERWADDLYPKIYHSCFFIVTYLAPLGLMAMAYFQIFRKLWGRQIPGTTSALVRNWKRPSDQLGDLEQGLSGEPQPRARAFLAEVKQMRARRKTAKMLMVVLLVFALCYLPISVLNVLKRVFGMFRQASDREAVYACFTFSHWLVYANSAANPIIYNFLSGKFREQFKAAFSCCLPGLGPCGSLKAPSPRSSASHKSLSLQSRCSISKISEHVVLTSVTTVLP
# OX1R antag-2: human HCRTR1 antagonism; actives 0.43% (n = 330,000); inhibition, % at 5 µM; AID 434989; O43613; CHO/OX1R cells, Fluo-8 calcium fluorescence, orexin A;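 active means inhibition above its plate's threshold, mean inhibition of all tested compounds on the plate plus 3 SD, cut at about 37% in these data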;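 further: 0% = orexin A challenge wells and 100% = SB-334867-A antagonist wells; not every result past the cut was called active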
# STK33 inh: inhibitors of human STK33 kinase; inhibition, % at 10 µM; actives 0.073% (n = 320,000); AID 2661; Q9BYT3; purified STK33, MBP phosphorylation, ADP-Glo luminescence;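 active means inhibition at or above 25%, using the most active replicate where run in duplicate; inactive means inhibition below 25%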
# Target sequence (Q9BYT3 whole entry, looked up): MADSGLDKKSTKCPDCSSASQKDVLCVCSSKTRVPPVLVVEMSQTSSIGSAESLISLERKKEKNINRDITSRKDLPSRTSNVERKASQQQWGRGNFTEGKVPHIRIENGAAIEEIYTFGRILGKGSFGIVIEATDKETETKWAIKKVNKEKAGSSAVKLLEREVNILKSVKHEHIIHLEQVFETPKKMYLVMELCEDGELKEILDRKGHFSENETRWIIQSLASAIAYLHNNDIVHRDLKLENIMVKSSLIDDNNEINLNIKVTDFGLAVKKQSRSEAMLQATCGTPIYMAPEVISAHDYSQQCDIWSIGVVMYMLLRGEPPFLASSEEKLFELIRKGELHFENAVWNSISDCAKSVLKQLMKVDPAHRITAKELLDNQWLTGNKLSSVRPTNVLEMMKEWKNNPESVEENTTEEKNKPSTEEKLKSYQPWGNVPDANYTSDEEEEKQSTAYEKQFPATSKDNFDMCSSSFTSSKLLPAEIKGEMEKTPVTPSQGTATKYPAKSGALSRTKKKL
# The depositor's hits bear a star; / = no result given.
# Start of the listing, in advance:
STK33 inh	OX1R antag-1	OX1R antag-2	canonical_smiles
-2.3	3	17	C[C@H](CO)N1C[C@H](C)[C@@H](CN(C)C(=O)Nc2ccc3c(c2)OCO3)Oc2ccc(NC(=O)Nc3ccc4c(c3)OCO4)cc2C1=O
-1.4	3	-19	Cc1ccc(S(=O)(=O)/N=C(/Nc2c(C)cccc2C)c2ccccc2)cc1

# The list itself, from the first entry:
STK33 inh	OX1R antag-1	OX1R antag-2	canonical_smiles
-2.3	3	17	C[C@H](CO)N1C[C@H](C)[C@@H](CN(C)C(=O)Nc2ccc3c(c2)OCO3)Oc2ccc(NC(=O)Nc3ccc4c(c3)OCO4)cc2C1=O
-1.4	3	-19	Cc1ccc(S(=O)(=O)/N=C(/Nc2c(C)cccc2C)c2ccccc2)cc1
-0.2	31	-15	Cc1nc(N)sc1C(=O)N/N=C/c1ccccc1[N+](=O)[O-]
-1.2	6	-20	Cc1nn(CCCC(=O)Nc2cnn(Cc3ccc(F)cc3)c2)c(C)c1[N+](=O)[O-]
-1.2	17	30	OCCCc1nc2n(n1)C(c1cccs1)C=C(c1ccc(Br)cc1)N2 (stereo not given)
-0.9	9	-27	CCOc1ccc(NC(=O)C2CCCN2S(=O)(=O)c2ccc3c(c2)C(C)(C)C(=O)N3C)cc1 (stereo not given)
-0.6	3	-9	CC(C)CNS(=O)(=O)c1cc(C(=O)OCC(=O)N2CCOCC2)c(Cl)cc1Cl
-0.9	8	-32	O=C(CSC1=Nc2ccccc2C2=NC(c3ccccc3)C(=O)N12)NC1CCCCC1 (stereo not given)
-0.4	11	-3	O=S(=O)(NCCc1ccccn1)c1cccs1
-6.4	6	-37	CCN1C(=O)C(CC(=O)Nc2ccc(C)cc2C)Nc2cc(S(=O)(=O)N(C)C)ccc21 (stereo not given)
-0.7	32	2	Cc1ccc(CN=Cc2[nH]c3ccc(Br)c(Cl)c3c2O)cc1
-0.5	14	-13	Cc1cccn2c(=O)c(C=O)c(N3CCCCC3)nc12
-1.7	81*	-10	CC(NC(=O)COC(=O)c1ccc([N+](=O)[O-])s1)c1ccccc1 (stereo not given)
0.2	12	-6	CCCCOC(=O)C(C)Sc1n[nH]c(=O)[nH]c1=O (stereo not given)
-1.1	18	-1	COc1cccc(C2N(c3ccccc3)CCN2c2ccccc2)c1OC
-0.4	6	-25	CCC(OC(=O)c1cccs1)C(=O)NCc1ccc2c(c1)OCO2 (stereo not given)
-2.2	11	10	O=C(CSc1ccc2c(c1)OCCO2)Nc1ccc2c(c1)OCO2
-1.4	24	-20	c1ccc(-c2csc(NNC3=NCCCCC3)n2)cc1
0.7	29	-12	CCOC(=O)CN(C#N)c1nc(N(C)C)nc(N(C)C)n1
0.0	20	-2	O=C(Nc1ccc(N2CCOCC2)c(Cl)c1)c1ccc(-n2cnnc2)cc1Cl
-0.5	12	-16	O=S(=O)(/N=C(/c1ccccc1)N1CCOCC1)c1ccc(F)cc1
-2.0	6	-23	COc1ccc(-n2cc(C(=O)c3cc4ccccc4oc3=O)c(C(C)=O)n2)cc1
-0.7	19	13	CC(C)(C)OC(=O)C[C@@H]1C/C=C\C[C@@H](CC(=O)N(CCO)Cc2ccccc2)C(=O)NC[C@H](c2ccccc2)OC1=O
12	7	-26	O=C(CCC(=O)Nc1nnc(C2CCCCC2)s1)NCC1CCCO1 (stereo not given)
-0.4	11	-19	Cc1ccc(C(=O)C(OC(=O)c2cnccn2)c2ccccc2)cc1C (stereo not given)
0.6	12	17	Cc1nnc2n1CCCCC2
/	92*	9	COC1=CC(=O)c2ccccc2C1=O
0.3	23	-7	Cc1[nH]nc2c1C(c1cccc(O)c1)C1=C(CC(C)(C)CC1=O)N2 (stereo not given)
0.2	18	-2	CCOC(=O)C1CN(S(=O)(=O)c2cccc(C(F)(F)F)c2)c2cc(CC(=O)OC)ccc2O1 (stereo not given)
-1.7	8	-16	Cc1ccccc1NS(=O)(=O)c1cccc2nsnc12
0.0	18	-7	COc1ccc(Cl)cc1C(=O)NNC(=O)c1cccc(S(=O)(=O)N(C)C)c1
0.2	16	-3	CC1=C/C(=C(/c2ccc(O)c(C)c2)c2ccccc2S(=O)(=O)O)C=CC1=O
-0.3	14	-35	Cc1c(Cl)cccc1NC(=O)CSc1nc(=O)n(CCCN2CCOCC2)c2c1CCC2
-1.1	17	-11	O=C(CSc1nnc(COc2ccccc2)o1)NC1CC2CCC1C2 (stereo not given)
0.3	36	-28	CCOc1nc(NCCO)nc(NCCC2=CCCCC2)n1
0.1	8	-12	CC(=O)Nc1cccc(C(=O)OCC(=O)NCc2cc(C)c(O)c(C)c2)c1
-1.2	7	-18	O=C(NCCc1cccc(Cl)c1)c1cccnc1
/	22	-19	Cc1ccc2c(c1)N(CC(=O)NCCCN1CCOCC1)C(=O)C(C(C)C)O2 (stereo not given)
0.2	12	-16	COc1ccc(C(CNC(=O)C(=O)NC2CCCCC2)N2CCN(C)CC2)cc1 (stereo not given)
-1.3	30	-3	CCc1cc(C(=O)c2ccc(OC)cc2)c(NC(=O)CC(C)(C)CC(=O)O)s1
-0.5	17	-10	Cc1cc(C)n2nc(CC(=O)NNC(=O)c3ccc(N(C)C)cc3)nc2n1
0.6	12	20	Cc1ccc(S(=O)(=O)N2CCOCC2)cc1NC(=O)COc1ccc(C(=O)c2ccccc2)cc1
-0.1	5	-10	CC(C)c1ccc(NC2CCCN(C(=O)CCN3CCCCC3=O)C2)cc1 (stereo not given)
1.5	1	-2	Cn1c(SCC(=O)Nc2ccc(Br)cc2)nc(O)cc1=O
-1.1	24	-17	COc1ccc(NC(=O)Cn2nc3n(c2=S)CCC3)cc1
0.3	0	-35	COc1ccccc1CNC(=O)CN1C(=O)CSc2ccc(S(=O)(=O)N3CCCC3)cc21
2.0	6	3	CCCC(=O)Nc1ccc(NC(=O)c2ccccc2F)cn1
0.0	2	-9	COc1cccc(NC(=O)COC(=O)Cn2c(C)csc2=O)c1
-0.9	18	-5	CC(C)(C)C(=O)c1no[n+]([O-])c1/C(=N/O)C(C)(C)C
-0.8	9	-5	O=C(Nc1ccccc1C(F)(F)F)N1CCN(c2ccc3nncn3n2)CC1
3.3	29	-5	Cc1ccc(C(=O)Nc2ccncc2)o1
0.2	17	-16	Cc1ccc(C)c(NC(=O)c2cc(C)nc3ccccc23)c1
3.9	12	-13	COc1ccc(N2CCN(C(=O)CCCN3C(=O)c4cccc5cccc(c45)C3=O)CC2)cc1
0.3	9	-27	Cc1cccc(NC(=O)c2ccccc2OCC(=O)N2CCOCC2)c1C
0.1	10	-3	Cn1c(COc2ccccc2O)[n+](C)c2ccccc21
1.9	17	-29	CC(C)c1cc(N2CCN(C(=O)c3ccco3)CC2)n2c(nc3ccccc32)c1C#N
-1.5	22	-24	COc1cccc(-n2c(CN3CCN(c4ccccc4)CC3)nc3ccc([N+](=O)[O-])cc3c2=O)c1
-0.1	21	-21	Cc1ccc(SCCNC(=O)c2cccc([N+](=O)[O-])c2C)cc1
-1.2	20	-14	CCOC(=O)C1(CCOc2ccccc2)CCN(Cc2cccc(-n3cccn3)c2)CC1
-0.8	-3	-5	COC(=O)Cc1cc(=O)[nH]c(/N=C(\N)Nc2ccccc2C)n1

# (next part)
STK33 inh	OX1R antag-1	OX1R antag-2	canonical_smiles
-1.2	11	-12	Cc1cc(C)n(C(=O)c2cc3c(s2)CCCC3)n1
-4.5	8	-36	C=CCN(CC=C)C(=O)CN1C(=O)NC(c2ccccc2)(c2ccccc2)C1=O
-1.6	12	-26	CCN(C(=O)COc1ccc(C(=O)c2ccccc2)cc1)c1ccccc1
1.4	17	-1	Cc1ccc(C(=O)c2cn[nH]c2-c2cc(Cl)ccc2O)cc1
-1.8	13	-13	Cc1nnc(C)c2c(C)n(-c3ccc4ncccc4c3)c(C)c12
6.2	105*	80*	COc1ccc(OC)c(NC(=O)c2csc(Cl)c2OC)c1
/	12	-11	O=C(Nc1ccnc(-c2cccnc2)n1)c1ccc(Cl)c(Cl)c1
0.6	9	-24	CC(C)(C)NC(=O)CN(C(=O)CS(=O)CC(=O)Nc1ccc(F)cc1)c1ccc(F)c(Cl)c1 (stereo not given)
0.2	7	-16	COc1ccc(CCNC(=S)N2CCN(S(=O)(=O)c3cccc(F)c3)CC2)cc1
0.2	10	-8	Cc1ccc(C)c(NC(=O)c2nnn(Cc3ccccc3C)c2N)c1
0.4	1	-3	COc1ccc(S(=O)(=O)N(C)C[C@H]2Oc3ccc(NS(=O)(=O)c4ccccc4)cc3CC(=O)N([C@H](C)CO)C[C@@H]2C)cc1
0.7	-3	-28	CC(C(=O)NCCS(=O)(=O)c1ccc(Br)cc1)S(=O)(=O)c1ccc(Cl)cc1 (stereo not given)
0.3	5	-16	COc1ccccc1-n1cc(CN2CCN(CC=C(C)C)C(CCO)C2)cn1 (stereo not given)
-1.4	12	-7	CC(=O)Nc1ccc(S(=O)(=O)Nc2nccc(/C=C/c3ccc(Cl)cc3)n2)cc1
-1.6	56	-20	CN(C)c1ccc(C(=O)/C=C/c2ccco2)cc1

# Arranged by formula weight (low to high): 6 of the compounds above
STK33 inh	OX1R antag-1	OX1R antag-2	canonical_smiles
-1.6	56	-20	CN(C)c1ccc(C(=O)/C=C/c2ccco2)cc1
-1.8	13	-13	Cc1nnc(C)c2c(C)n(-c3ccc4ncccc4c3)c(C)c12
6.2	105*	80*	COc1ccc(OC)c(NC(=O)c2csc(Cl)c2OC)c1
0.2	10	-8	Cc1ccc(C)c(NC(=O)c2nnn(Cc3ccccc3C)c2N)c1
-1.6	12	-26	CCN(C(=O)COc1ccc(C(=O)c2ccccc2)cc1)c1ccccc1
0.7	-3	-28	CC(C(=O)NCCS(=O)(=O)c1ccc(Br)cc1)S(=O)(=O)c1ccc(Cl)cc1 (stereo not given)

# Continuation.
STK33 inh	OX1R antag-1	OX1R antag-2	canonical_smiles
0.2	4	4	CC(C)(C)c1ccc(C(=O)OCc2c(-c3ccccc3)ncc3ccccc23)cc1
-1.4	8	-14	O=C(N1CCCCC1)N1CCCN(C(=O)N2CCCCC2)CC1
-1.9	28	-24	O=C(N1CCCC1)C12CCC3CC(CC(C3)C1)C2
-1.2	10	-23	Cc1cnn(C(=S)NCC2CCCO2)c1 (stereo not given)
-0.6	11	-24	CCOc1ccc2nc(NC(=O)c3cccc(-c4cc5ccccc5oc4=O)c3)sc2c1
-0.6	6	-15	Cc1ccccc1OCC(=O)NCC(=O)OCc1ccc(Br)cc1
0.3	9	-11	CC1CCCN(CC(O)COc2ccc(-c3ccccc3)cc2)C1 (stereo not given)
-1.6	11	-4	CNC(=O)Cn1nc(C)c2ccccc2c1=O
-2.0	2	-13	O=C(NCc1ccccc1CN1CCCC1)c1cc2cc(Cl)ccc2o1
-0.7	20	-1	COc1ccc(OCc2cc(=O)c3ccc4c(c3o2)C=CC(C)(C)O4)cc1OC
-2.5	13	-10	Cc1ccc(-n2c(SCC(=O)N3CCOCC3)nnc2-c2ccncc2)cc1C
-2.1	3	-6	O=C(NC1CCN(C(=O)c2cccc([N+](=O)[O-])c2)CC1)c1ccccc1
0.9	8	-26	CCOC(=O)C(CC)n1cnc2c(oc3ccccc32)c1=O (stereo not given)
1.0	8	-22	O=C(CN(C(=O)CCC(=O)Nc1ccccn1)c1ccccc1F)NCc1ccc2c(c1)OCO2
-1.8	37	-20	COC(=O)c1sccc1NS(=O)(=O)c1ccc(OC)cc1

# Rewritten comma-delimited: part of the list above.
SMILES,STK33 inh,OX1R antag-1,OX1R antag-2
CCOc1ccc2nc(NC(=O)c3cccc(-c4cc5ccccc5oc4=O)c3)sc2c1,-0.6,11,-24
Cc1ccccc1OCC(=O)NCC(=O)OCc1ccc(Br)cc1,-0.6,6,-15

# Next part.
STK33 inh	OX1R antag-1	OX1R antag-2	canonical_smiles
-13	-3	-11	Cc1ccc(OCC(=O)Oc2c(C)cccc2C)cc1
-0.5	16	-9	O=C(C1=COCCO1)N1CCN(c2nc3ccc([N+](=O)[O-])cc3s2)CC1
1.6	16	-16	N#Cc1nc(-c2cccc3ccccc23)oc1NCCN1CCCCC1
0.1	12	1	COc1ccccc1NC(=O)N(Cc1ccccc1)C1=NCC(C)S1 (stereo not given)
0.1	32	-6	CCOC(=O)c1cc(C)n(Cc2cccc(OC)c2OC)c1C
-2.4	12	-15	CC1CCCCC1NC(=O)c1ccc(S(=O)(=O)NCC2CCCO2)cc1 (stereo not given)
-1.0	-4	3	Cc1ccccc1-c1nc(CS(=O)CC(=O)NC2CC2)c(C)o1 (stereo not given)
/	8	-9	O=C(c1ccccc1)N1CCC(c2nc3c(nnn3Cc3ccco3)c(=O)[nH]2)CC1
-0.1	3	-36	CCn1c(SCC(=O)Nc2ccc(OC)cc2)nc2nc3c(cc2c1=O)COC(C)(C)C3
0.8	3	-25	NS(=O)(=O)c1ccc(CCNC(=O)C2CCCN(S(=O)(=O)c3cccnc3)C2)cc1 (stereo not given)
-0.5	20	-12	Cc1nnc(Sc2nc3c(c(=O)n(C)c(=O)n3C)n2Cc2ccccc2Cl)s1
0.2	8	-5	C=CCNC(=O)C(=O)NCC(c1ccc2c(c1)OCO2)N1CCOCC1 (stereo not given)
4.7	11	0	COc1cc(/C=C2\C(=O)ON=C2c2ccccc2)cc(Cl)c1O
-0.9	15	1	CCCNC(=O)c1cc(-c2ccc(OC)cc2)on1
-0.2	15	-9	Cc1cc(C)nc(SCC(=O)NN=C2CCCC2)n1
-0.7	1	-10	COc1ccc(OC)c(NC(=S)N2CCN(Cc3ccccc3)CC2)c1
-1.7	25	-17	Cc1ccc(-c2nnc(SCc3ccc(C#N)cc3)n2Cc2ccco2)cc1
0.0	22	-22	CN(C)CCNC(=O)c1c(CSc2ccccc2)noc1C(=O)NCc1ccccc1
-1.6	6	-22	COc1c(/C=N/NC(=O)c2ccccc2O)c(CCN(C)C(C)=O)cc2c1OCO2
-0.4	-2	-8	Cc1ccc(CSc2nnc(-c3cccnc3)o2)cc1

# Source: PubChem (several laboratories)
